Yp Topo-I inh = Y. pestis Topo-I inhibition via cleavage products; Y. pestis Topo-I cleavage product accumulation, plate reader; activity, % at 10 µM; 360,000 compounds, 0.064% hits; in the data active = activity above about 50%, passing the limit was not always enough; inconclusive = no clear call, values can overlap the other calls; note: inactives centre near 2
Anthrax LF inh2 = inhibitors of Bacillus anthracis lethal factor protease | P15917 | inhibition, % at 10 µM | 360,000 compounds, 0.12% hits | multiplex microsphere protease cleavage assay, LF | AID 588501; note: plate controls were buffer without enzyme for full effect and enzyme alone for no effect
Target sequence (P15917 whole entry, looked up): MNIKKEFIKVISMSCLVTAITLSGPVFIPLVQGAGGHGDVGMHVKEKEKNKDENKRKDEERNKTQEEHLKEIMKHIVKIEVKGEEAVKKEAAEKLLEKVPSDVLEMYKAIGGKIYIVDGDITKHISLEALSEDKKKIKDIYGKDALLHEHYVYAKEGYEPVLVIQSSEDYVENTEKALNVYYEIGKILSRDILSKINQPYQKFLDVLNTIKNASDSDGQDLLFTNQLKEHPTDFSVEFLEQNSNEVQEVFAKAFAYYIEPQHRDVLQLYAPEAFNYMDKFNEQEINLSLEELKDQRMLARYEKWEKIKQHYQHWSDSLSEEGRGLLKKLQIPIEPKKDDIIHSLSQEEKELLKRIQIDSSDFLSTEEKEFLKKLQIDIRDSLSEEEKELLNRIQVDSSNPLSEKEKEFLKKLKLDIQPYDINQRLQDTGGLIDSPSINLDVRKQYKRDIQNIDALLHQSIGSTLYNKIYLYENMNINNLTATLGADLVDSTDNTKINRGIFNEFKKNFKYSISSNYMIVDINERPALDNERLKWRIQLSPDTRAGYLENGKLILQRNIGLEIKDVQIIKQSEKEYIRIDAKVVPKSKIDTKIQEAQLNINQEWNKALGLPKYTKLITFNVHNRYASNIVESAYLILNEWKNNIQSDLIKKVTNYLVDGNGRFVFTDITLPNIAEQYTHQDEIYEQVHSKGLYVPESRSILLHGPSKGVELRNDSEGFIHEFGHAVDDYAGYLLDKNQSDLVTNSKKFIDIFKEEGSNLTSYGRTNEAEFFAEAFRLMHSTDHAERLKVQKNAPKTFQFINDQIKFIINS
PfHsp40 yeast = compounds rescuing yeast from Plasmodium falciparum HSP40 toxicity; S. cerevisiae expressing PfHsp40, growth rescue, ATP luminescence; growth rescue, % at 12.5 µM; 340,000 compounds, 0.68% hits; in the data active = growth rescue above about 28%, passing the limit was not always enough; inconclusive = no clear call, values can overlap the other calls;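 note: yeast W303a lacking pdr1 and pdr3 grown in galactose medium; growth measured after three days at 30 °C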
BoNT-A LC inh2 = BoNT A light chain protease inhibition; multiplex microsphere protease substrate cleavage, flow cytometry; inhibition, % at 10 µM; 360,000 compounds, 0.17% hits; note: plate controls were buffer without enzyme for full effect and enzyme alone for no effect
PrPC surface inh = inhibitors of human cell surface prion protein PrPC. P04156. TR-FRET read-out. inhibition, % at 13.8 µM. 370,000 compounds, 0.43% hits; in the data active = inhibition above about 24%; note: 0% = median of the test wells and 100% = reference compound wells
FadD28 FP inh = blocks FadD28 binding to the bisubstrate probe; inhibition, % at 12.5 µM; 360,000 compounds, 0.22% hits; fluorescence polarization; in the data active = inhibition above about 8.5%, passing the limit was not always enough; inconclusive = no clear call, values can overlap the other calls
TcdB inh = TcdB glycohydrolase inhibition; P18177; TcdB glycohydrolase enzymatic assay, plate reader; inhibition, % at 9.99 µM; 350,000 compounds, 0.24% hits; in the data active = inhibition above about 10%
CCHF vOTU inh = blocks the CCHF virus ovarian tumor domain protease | CCHFV vOTU protease, Pep-AMC fluorescence | inhibition, % at 11.5 µM | 370,000 compounds, 0.55% hits | AID 651958; in the data active = inhibition above about 30%; note: 0% = vehicle wells with enzyme and 100% = no enzyme wells
BoNT-F LC inh = BoNT F light chain protease inhibition. Multiplex microsphere protease cleavage assay, flow cytometry. 360,000 compounds, 0.22% hits. inhibition, % at 10 µM; in the data active = inhibition above about 35%, passing the limit was not always enough; inconclusive = no clear call, values can overlap the other calls; note: plate controls were buffer without enzyme for full effect and enzyme alone for no effect
The depositor's hits bear a star; ? = inconclusive; / = no result given; & = joins results of further samples. Cut-off read from the data, not from the text of the source, unless noted: active = inhibition above about 30%; inconclusive = no clear call, values can overlap the other calls; inactive = below that.

smiles	Yp Topo-I inh	Anthrax LF inh2	PfHsp40 yeast	BoNT-A LC inh2	PrPC surface inh	FadD28 FP inh	TcdB inh	CCHF vOTU inh	BoNT-F LC inh
COc1cc(O)c(C(CCN2CCCCC2)c2ccc3c(c2)OCO3)c(OC)c1 (stereo not given)	-1	-10	-0.3	-0.2	-6	-3.6	0.7	-11	-13
CCCn1nc(NC(C)=O)c2cc3cccc(C)c3nc21	0	-9	-1.3	-2.9	-6	-2.8	1.2	-17	?
Cc1[nH]c2ccccc2c1C(=O)C(=O)NC1CC1	1	-2	0.2	-0.9	-3	-2.8	0.5	5	-8
Cc1nnc(SC(C)C(=O)Nc2ncc(Cl)cc2Cl)n1Cc1ccccc1 (stereo not given)	-11	6	0.1	-0.5	-4	-1.3	/	-3	-16
CCO[C@H]1OC(C(=O)O)=C[C@@H](C2CCCCC2)[C@@H]1CCCO	-2	-6	-2.0	-0.8	7	-2.6	0.6	5	0
Clc1cccc(Cl)c1CO/N=C/c1c(-c2ccccc2)nc2n1CCS2	0	-4	0.6	?	-1	-0.4	/	1	-7
CCOc1ncccc1C(=O)OCC(=O)Nc1ccc2c(c1)OCO2	-1	-2	-1.0	0.4	2	-1.0	/	5	-6
CC(=O)c1cccc(NS(=O)(=O)c2ccc(N/C=C\C(=O)c3ccc(C)cc3)cc2)c1	13	-1	0.6	0.7	-3	-3.8	/	5	0
Cc1[nH]n(-c2ccc([N+](=O)[O-])cc2)c(=O)c1C=NCC1CCCO1 (stereo not given)	1	-8	-1.5	-0.5	-9	-1.8	0.6	2	-4
COc1ccc(N2CCN(C(=O)Cn3cnc4c(cnn4-c4ccccc4)c3=O)CC2)cc1	-7	-4	0.9	-0.5	-5	-2.7	-0.4	-6	-3
CCc1nc2ccccc2c(=O)n1-c1ccccc1[N+](=O)[O-]	-7	-1	0.0	-0.3	-19	-14	/	4	4
CCOc1ccc(S(=O)(=O)Nc2ccccc2C(=O)N2CCOCC2)cc1	7	0	-1.2	0.7	3	0.9	0.1	-4	3
O=C1C=C(C#Cc2ccc(Oc3ccccc3)cc2)C[C@@H](c2ccc(F)cc2)C1	14	-3	/	-0.7	-8	0.0	0.1	16	-16
COc1ccc(N2C(=O)[C@@H]3[C@H](C2=O)[C@H](C(C)=O)N2c4ccccc4C=C[C@@H]32)cc1	6	-8	5.8	-2.4	1	-4.4	1.2	-2	?
O=C(Nc1ccccc1)c1ccc(OC(=O)c2ccccc2)cc1	4	16	-0.2	-1.6	6	-0.1	1.1	-13	-16
COc1ccc(-c2c3c(nc4sc(C(=O)Nc5cc(C)on5)c(N)c24)CCC3)cc1	-8	4	0.6	7.9	-9	-0.8	/	3	0
O=C(CSc1cc(Cl)ccc1Cl)NC1CCCC1	1	2	-0.1	0.9	-3	-2.2	-2.2	7	2
COc1ccc(NC(=O)c2cccc(NC(=O)c3ccccc3)c2)cc1	-1	-8	-0.7	-1.4	7	-1.5	-0.5	-5	?
COc1cccc(C(=S)N2CCOCC2)c1OS(=O)(=O)c1ccc(Cl)cc1	-9	0	0.3	1.3	-1	2.7	0.3	8	3
CC(=O)N1CCc2cc(S(=O)(=O)CCC(=O)NCCc3ccc(Cl)cc3)ccc21	8	1	-1.9	0.6	-6	-0.3	0.2	-3	-1
COc1ccc(OC)c(S(=O)(=O)NC2CC(=O)N(c3cccc(F)c3)C2)c1 (stereo not given)	6	-5	1.1	-2.5	8	-2.8	-2.8	-1	8
CN1CCN(C(=O)c2ccc(COc3ccc(C(C)(C)C)cc3)o2)CC1	11	1	3.1	-0.5	1	-4.2	/	-8	3
COC(=O)Cn1c(N2CCCC2)nc2c1c(=O)n(C)c(=O)n2C	-14	-6	-1.2	-7.8	6	-1.0	-0.4	-3	?
CCOC(=O)C1=CCN(S(=O)(=O)c2ccccc2Cl)C1c1cccc(Br)c1 (stereo not given)	/	-2	/	-0.5	4	-1.8	1.6	-3	1
COc1ccc(-c2c(N)cnc(C(=O)O)c2C)c(OCc2ccccc2)c1OC	2	-3	/	-1.3	3	-2.1	-1.8	0	-1
Cc1ccc2c(c1)/C(=C/c1ccccc1F)C(=O)N2	31	-3	1.0	-5.1	3	-1.7	-0.3	-11	-17
CCN1CCN(C(=O)C2CCC(=O)N(Cc3cccc(C(F)(F)F)c3)C2)CC1 (stereo not given)	4	2	-1.6	1.2	3	-0.3	0.1	-28	-7
Cc1ccc(NC(=O)CN(C)C(=O)c2cccnc2Nc2cccc(C(F)(F)F)c2)cc1	-13	-8	567*	-0.9	-5	-8.0	-1.6	12	1
CCn1c(SCC(=O)O)nnc1-c1ccccc1OC	16	1	0.0	-0.4	-1	0.3	0.3	0	-10
Cc1ccc2nc(SCC(=O)c3ccc4c(c3)NC(=O)CO4)[nH]c2c1	-1	-2	-0.2	0.2	-11	-4.8	-0.3	-12	2
O=C(c1ccco1)N1CCC(c2nc3c(nnn3Cc3ccccc3Cl)c(=O)[nH]2)CC1	37	-2	0.7	2.0	-1	-1.4	2.4	-2	-8
O=C1CCC([N+](=O)[O-])C(c2ccccc2Br)N1 (stereo not given)	5	11	1.4	1.7	-8	-0.4	0.3	6	-6
CN(C(=O)Cn1nnc2ccccc2c1=O)C1CCCCC1	5	8	-1.1	4.8	-12	-2.5	0.3	2	15
COC(=O)c1ccc(NC(=O)C(=O)c2cccn2C)cc1	-7	-2	-4.2	-0.1	-5	-1.0	1.7	3	-3
C=CCn1c(SCC(=O)N2CCOCC2)nnc1C(C)NC(=O)c1ccccc1 (stereo not given)	8	0	-1.1	2.3	1	0.5	-0.6	-7	7
O=C(/C=C/c1ccccc1Cl)c1cccnc1	5	-8	2.2	0.0	3	-3.0	/	-6	11
COc1ccc2[nH]c(C)c(CCN3C(=O)C4C5C=CC(C5)C4C3=O)c2c1 (stereo not given)	0	0	1.2	1.0	-5	-0.2	2.1	4	0
COC(=O)c1sc(-c2ccc(C(C)(C)C)cc2)cc1NC(=O)CCC(=O)O	24	-1	/	-0.3	-13	-1.6	0.3	6	-4
COc1ccc(NC(=O)C2CCN(C(=O)c3cccs3)CC2)cc1	-2	-3	0.7	-0.1	-2	-3.2	/	8	-8
CCCCCCCCC(=O)O	6	-7	/	-0.5	/	-2.0	/	/	-10
COc1cccc(-c2cc3nc(NCc4ccccc4OC)n(C)c(=O)c3s2)c1	24	-8	/	-0.2	2	-1.0	0.4	6	-1
O=[N+]([O-])c1ccccc1CNCCO	-2	-5	?	-0.7	0	0.4	0.1	1	7
COc1ccc(Cc2nc3ccc(C(=O)NC4CCOC4)cc3o2)cc1 (stereo not given)	-4	3	0.8	2.1	-1	-3.2	1.2	-5	9
COc1ccc(C(c2nnnn2Cc2cccs2)N2CCC(C(N)=O)CC2)c(OC)c1 (stereo not given)	-1	-6	2.2	0.4	7	-3.5	/	17	25
C/C(=N\NC(=O)c1cc(-c2cccc(OC(C)C)c2)nc2ccccc12)c1cccnc1	4	-6	2.0	0.0	-1	-4.4	0.7	11	-2
CC1(C(=O)NS(=O)(=O)c2cccc(Cl)c2)CCN1C(=O)CCc1ccc(Cl)cc1Cl (stereo not given)	9	5	/	0.2	-13	-1.7	0.2	8	9
O=C(NC(=S)NCc1cccnc1)c1cc2ccccc2o1	2	2	-0.3	0.1	9	-0.9	1.9	11	0
CCn1c(SCC(=O)Nc2ccc(F)cc2)nnc1-c1cnccn1	2	-2	0.6	-0.8	4	0.6	9.6	3	-7
CC(=O)N(C)c1ccc(OCC(O)Cn2c(C)nc3ccccc32)cc1 (stereo not given)	4	0	-0.1	0.2	10	-2.3	-1.0	-6	0
Cc1cc(F)ccc1S(=O)(=O)Nc1ccccc1C(=O)Nc1ccccc1N1CCOCC1	1	2	0.0	-0.1	3	-0.4	/	6	-10
C[C@H]1CN([C@@H](C)CO)C(=O)c2cc(Br)cnc2O[C@@H]1CN(C)C(=O)NC1CCCCC1	7	1	/	-0.3	0	-3.1	1.1&-1.0	-3	-3
O=c1[nH]c(=O)n2ncnc2[nH]1	2	-2	/	-0.1	-2	-1.9	0.7	17	-10
CCOc1ccccc1NC(=O)Nc1cc(S(=O)(=O)N(C)C)ccc1C	1	-9	-0.3	?	8	-3.4	-0.1	-2	?
C/C(=N\NC(=O)c1cccc(S(=O)(=O)N2CCCC2)c1)c1ccc(C)cc1	7	2	0.4	1.7	7	-2.6	2.2	12	-1
O=S(=O)(CCc1nc2ccccc2s1)c1ccc2ccccc2c1	32	-4	0.3	-0.1	5	-1.9	/	5	2
COc1ccc(C(=O)Nc2ccccc2C(=O)N/N=C/c2ccncc2)cc1OC	2	/	-1.5	/	4	-0.3	-0.2	1	/
CCCCn1c(N)c(Sc2ccc(C)cc2)c(=O)[nH]c1=O	5	-1	0.4	0.5	3	-4.0	/	-10	5
CCN(CC)C(=O)C(=O)Nc1ccc(OC)c(Cl)c1	7	0	-0.3	-0.1	-6	-2.5	0.3	6	-9
Cc1cccc(N(Cc2ccccc2)C(=O)c2cccc(S(=O)(=O)N3CC(C)OC(C)C3)c2)c1 (stereo not given)	17	-4	-0.5	2.9	15	-4.2	-0.6	12	8
O=c1ccc2cc(OC3O[C@H](CO)[C@@H](O)[C@H](O)[C@H]3O)c(O)cc2o1 (stereo not given in full)	2	-10	-0.7	-0.3	3	-1.8	-0.5	-266	-12
CCOc1ccc(C=NNc2ccc(S(=O)(=O)Nc3ccccc3C(=O)O)cc2[N+](=O)[O-])cc1OC	5	4	-0.7	0.0	/	?	/	/	5

Reformatted with values under each structure: entries from further up
Order of values: Yp Topo-I inh, Anthrax LF inh2, PfHsp40 yeast, BoNT-A LC inh2, PrPC surface inh, FadD28 FP inh, TcdB inh, CCHF vOTU inh, BoNT-F LC inh
COc1ccc(OC)c(S(=O)(=O)NC2CC(=O)N(c3cccc(F)c3)C2)c1 (stereo not given)
 : 6, -5, 1.1, -2.5, 8, -2.8, -2.8, -1, 8
CN1CCN(C(=O)c2ccc(COc3ccc(C(C)(C)C)cc3)o2)CC1
 : 11, 1, 3.1, -0.5, 1, -4.2, /, -8, 3
COC(=O)Cn1c(N2CCCC2)nc2c1c(=O)n(C)c(=O)n2C
 : -14, -6, -1.2, -7.8, 6, -1.0, -0.4, -3, ?

Source: PubChem BioAssay (several laboratories)

Hits appear at their usual frequency; about 2.3% have a hit in one of these screens.
